# hIAP activ: human IAP activation; purified human IAP, CDP-Star luminescence, 30 min; stronger effect = higher value; 1 = vehicle-only enzyme, 0 = enzyme-free background; activation factor at 10 µM; 330,000 tested, 0.16% active; AID 2524;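 active = activation factor of the enzyme at least 2-fold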; note: the source names both 10 and 20 µM as test concentration; values of inactives mirror those of a sister screen read the other way
# Target sequence (P09923 whole entry, looked up): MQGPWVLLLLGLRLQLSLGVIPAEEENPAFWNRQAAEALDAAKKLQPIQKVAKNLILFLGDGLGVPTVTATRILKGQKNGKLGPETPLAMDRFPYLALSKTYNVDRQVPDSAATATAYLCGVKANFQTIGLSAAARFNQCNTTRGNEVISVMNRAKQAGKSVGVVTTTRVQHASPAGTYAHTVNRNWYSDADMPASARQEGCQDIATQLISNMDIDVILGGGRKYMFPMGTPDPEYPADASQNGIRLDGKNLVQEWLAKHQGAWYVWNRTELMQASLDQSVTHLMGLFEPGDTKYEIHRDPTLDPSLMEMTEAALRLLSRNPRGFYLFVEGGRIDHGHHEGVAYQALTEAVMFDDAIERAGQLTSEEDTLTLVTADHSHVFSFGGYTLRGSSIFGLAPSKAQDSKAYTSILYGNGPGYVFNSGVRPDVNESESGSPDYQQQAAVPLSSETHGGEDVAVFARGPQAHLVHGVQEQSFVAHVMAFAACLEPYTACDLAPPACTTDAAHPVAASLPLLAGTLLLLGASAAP
# MPTP inh: inhibitors of mitochondrial permeability transition pore; isolated mouse mitochondria, Ca2+ swelling absorbance, 30 min; inhibition, % at 10 µM; 360,000 tested, 1.4% active;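 active = inhibition of 50% or more, scaled per plate between neutral and stimulator controls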;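 note: 0% = DMSO wells given calcium and 100% = 1 mM EGTA wells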
# ATG4B inhibitor: ATG4B (human) cysteine protease inhibition | AID 504462 | Q9Y4P1 | inhibition, % at 8.33 µM | ATG4B cleavage of LC3-PLA2, NBD-HPC fluorescence, 1 h | 340,000 tested, 0.51% active; in the data active = inhibition above about 40%
# mIAP inh: blocks mouse intestinal alkaline phosphatase; purified mouse IAP, CDP-Star luminescence, 30 min; inhibition, % at 10 µM; 330,000 tested, 0.2% active;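 active = inhibition of at least 40% at 10 µM in the primary screen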;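 note: plate controls were DMSO with enzyme for no effect and no enzyme wells for full effect; values of inactives mirror those of a sister screen read the other way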
# beta cell repl: induces beta-cell replication in MIN6 cells; MIN6 cells proliferation, ATPlite luminescence, 48 h; cells starved in 0.2% serum; 100% = growth in 10% serum; proliferation, % at 10 µM; 330,000 tested, 0.29% active;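 active = compounds whose signal lies at least 3.5 SD above the mean of all wells on their plate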;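 note: 0% = DMSO-treated cells in low-serum medium and 100% = 10% serum control; some compounds called inactive have numbers as strong as hits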
# A3G deaminase: blocks human APOBEC3G single-stranded DNA deamination | AID 493012 | inhibition, % at 20 µM | recombinant A3G, ssDNA deamination FAM/TAMRA fluorescence | Q9HC16 | 330,000 tested, 0.28% active;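 active = inhibition of at least 40% at 20 µM, with no more than 30% in the related APOBEC3A deaminase screen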;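 note: plate controls were DMSO wells with A3G for no effect and wells lacking A3G enzyme for full effect; some compounds called inactive have numbers as strong as hits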
# APOBEC3A inh: human APOBEC3A DNA deaminase inhibition; recombinant A3A, FAM/TAMRA ssDNA deamination fluorescence; inhibition, % at 20 µM; 330,000 tested, 0.41% active; P31941; AID 493011;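 active = at least 40% inhibition at 20 µM here, with at most 30% in a related deaminase screen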;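 note: plate controls were A3A with DMSO for no effect and wells lacking A3A enzyme for full effect; some results filed as inactive read as strong as hits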
# Target sequence (P31941 whole entry, looked up): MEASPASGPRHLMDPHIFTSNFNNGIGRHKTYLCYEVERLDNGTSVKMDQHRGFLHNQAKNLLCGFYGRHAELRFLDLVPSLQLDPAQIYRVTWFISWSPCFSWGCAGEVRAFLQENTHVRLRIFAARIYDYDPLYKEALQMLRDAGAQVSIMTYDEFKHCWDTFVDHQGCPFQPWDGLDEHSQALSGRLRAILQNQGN
# hIAP inh: human IAP inhibition | P09923 | purified IAP, CDP-Star luminescence, 30 min | inhibition, % at 10 µM | 330,000 tested, 0.12% active;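 active = inhibition reaching a set limit with compound at 10 µM in the primary screen, cut at about 35% in these data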;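 note: plate controls were DMSO wells with enzyme for no effect and no-enzyme buffer wells for full effect; values of inactives mirror those of a sister screen read the other way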
# mIAP activ: increases mouse intestinal alkaline phosphatase activity | muIAP, CDP-Star luminescence, 30 min; stronger effect = higher value; 1 = vehicle-only enzyme signal, 0 = enzyme-free wells | activation factor at 10 µM | 330,000 tested, 0.24% active;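 active = activation factor of at least 2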; note: the source names both 10 and 20 µM as test concentration; values of inactives mirror those of a sister screen read the other way
#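 System: mouse IAP enzyme. Reagent: CDP-Star chemiluminescent phosphatase substrate. Benchmarks: DMSO wells, no-enzyme wells. Times: 30 min enzyme-substrate-compound incubation at room temperature. Detection: luminescence from enzymatic CDP-Star hydrolysis. Doses: test compounds delivered from DMSO solution.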
# Active calls of the source: *; x = not tested or not shown.
Molecule,hIAP activ,MPTP inh,ATG4B inhibitor,mIAP inh,beta cell repl,A3G deaminase,APOBEC3A inh,hIAP inh,mIAP activ
O=C(Nc1ccc(Cl)cc1)N(Cc1nc2ccccc2c(=O)[nH]1)Cc1cccs1,1,11,-4,10,-1,-4,-2,-5,0.9
CCOc1ccc(NC(=O)C(C)N2C(=O)c3ccccc3S2(=O)=O)cc1 (stereo not drawn),1.1,-2.5,-1,2,-4,-3,-1,-12,0.98
O=C(NNC(=O)c1cccc(-n2cnnn2)c1)c1ccccc1,1.1,0.0,5,4,-2,-13,4,-8,0.96
O=S(=O)(c1ccccc1C(F)(F)F)N1CCOCC1,1.1,-0.9,-2,-3,-1,-4,4,-8,1
CCN(C(=O)Cc1nc(N)n[nH]1)C1(C(=O)Nc2ccccc2)CCCCC1,1.3,0.2,-3,0,2,-14,-1,-33,1
C=CCc1ccc(OCC(O)CN2CCN(Cc3ccccc3)CC2)c(OC)c1 (stereo not drawn),1.3,0.0,1,5,-2,-4,3,-33,0.95
C=CC[C@H](CC(=O)NCCO)C(=O)N[C@H](COC(=O)[C@@H](CC=C)Cc1ccc(F)cc1)c1ccccc1,1.1,2.0,-6,-3,-2,8,-1,-8,1
CCC1CCCCN1C(=O)C1CC(c2cc(Cl)c(OC)cc2OC)=NO1 (stereo not drawn),0.95,-1.0,4,-6,-2,-4,0,5,1.1
O=C(CC1(CC(=O)N2CCOCC2)CCCC1)Nc1ccccc1,0.91,1.1,-5,1,3,2,2,10,0.99
Cc1cc(C)c2c(N=NN3CCOCC3)[nH]nc2n1,1.5,-0.8,-1,-3,0,-1,-2,-45,1
Cc1ccc(S(=O)(=O)N/N=C/c2c(F)cccc2Cl)cc1,1,1.5,-1,10,-3,-2,0,-3,0.9
O=C(Cc1cc(=O)[nH][nH]1)N/N=C/c1cccc2ccccc12,1,-0.4,-3,4,-1,-3,4,-3,0.96
C=CCc1cccc2cc(C(=O)NC)c(=O)oc12,0.7,-2.2,-3,12,2,0,3,30,0.88
Cc1ccc(NC(=O)COC(=O)CN2C(=O)c3ccccc3C2=O)cc1,1.1,0.8,4,-1,-4,-7,-4,-14,1
O=C(c1cccn2c(=O)c3ccc(Cl)cc3nc12)N1CCN(Cc2ccc3c(c2)OCO3)CC1,0.91,-0.8,-9,6,0,-2,5,9,0.94
COc1ccc(/C=C/C(=O)NCCSCc2ccco2)cc1,0.97,-0.3,-4,3,-1,-6,0,3,0.97
CCCCN(C)CCCNC(=O)Cn1c(=O)sc2ccccc21,1.1,0.5,2,-13,0,-1,0,-12,1.1
Nc1cccc2c1C(=O)N(C(=O)c1cccc(S(=O)(=O)N3CCCC3)c1)C2=O,1.1,-0.4,-2,-5,-2,1,-2,-10,1
CCOc1ccc(/C=C/c2nc(C#N)c(NCCCN(C)C)o2)cc1,1.2,1.1,-2,-7,-4,-2,-1,-22,1.1
CCc1ccc(NC(=O)c2cnc3scc(C)n3c2=O)cc1,0.86,4.1,-6,2,0,-11,-2,14,0.98
O=S(=O)(c1ccc(Cl)cc1)N1CCN=C1SCc1cccc(Cl)c1,1.1,5.7,-4,2,0,-4,0,-7,0.98
Cc1ccc(O)c(NC(=O)COc2cc(C)ccc2C)c1,0.9,0.6,-6,-4,2,0,-1,10,1
CCOC(=O)c1cc2sc(C)cc2n1CC(=O)N1CCOCC1,1,-0.2,-6,-13,-1,4,-6,-4,1.1
CCOC(=O)/C=C/C(=O)OCC(=O)Nc1ccc(Cl)cn1,1.1,-0.3,-4,-7,-3,-4,-1,-11,1.1
CCc1ccc(NC(=O)CSc2nnc(CNC(=O)c3ccco3)o2)cc1,1.3,-1.2,-6,-1,-3,-6,-5,-32,1
CCOC(=O)c1sc2nc(C)cc(-c3ccccc3)c2c1N,1.2,3.2,3,-8,-4,-5,-1,-17,1.1
O=C(N/N=C/c1cccnc1)c1cccc(S(=O)(=O)N2CCCC2)c1,1,0.2,5,7,1,-3,0,0,0.93
COc1cccc(-n2nnnc2SCC(=O)Nc2cccc(C)n2)c1,0.96,1.2,-20,6,-2,-7,-5,4,0.94
Cc1nc(N)sc1-c1nnc(SCC(=O)Nc2ccccc2C(F)(F)F)n1C,1.2,-0.4,0,11,1,-1,-1,-16,0.89
C#CCOCCOCCOCCNc1nc(N2CCN(C(=O)[C@H](C(C)C)n3cc(CCO)nn3)CC2)nc(N2CCN(C(=O)[C@H](CCCCN)n3cc(CCCC)nn3)CC2)n1,0.89,3.0,-19,-4,7,0,1,11,1
Cc1nc(N2CCN(c3ccccc3)CC2)[nH]c(=O)c1CCC(C)C,0.9,0.0,-4,14,0,-5,-3,10,0.86
Cc1coc2c(C)c3oc(=O)c(CCC(=O)NCCN4CCOCC4)c(C)c3cc12,1.1,-1.1,-12,-9,-1,-2,1,-11,1.1
Cc1ccc(N2C(=O)C3NN=C(C(=O)OCc4ccccc4)C3C2=O)cc1 (stereo not drawn),0.97,-17,-5,3,-3,-7,-1,3,0.97
CCCNC(=O)CCn1nc(-c2ccccc2)c2ccccc2c1=O,1,0.8,6,-4,9.9*,-8,-4,-1,1
c1ccc(CN2CCN(CCOCCOc3cccc4ccccc34)CC2)cc1,0.95,82*,-9,11,-6,-5,-2,5,0.89
Cc1csc2ncc(C(=O)NC(C)c3ccccc3)c(=O)n12 (stereo not drawn),0.96,-1.4,-7,-5,-1,-4,-5,4,1.1
COc1ccc(C2CC(c3ccc(C)cc3)=NN2C(=O)c2ccccc2)cc1 (stereo not drawn),1,1.5,-3,2,-4,-7,-2,-2,0.97
O=C(c1cccc(Br)c1)c1conc1C(=O)c1ccco1,1,-0.1,-2,11,2,-4,-1,-2,0.89
CCC(=O)NCCCOc1ccccc1,0.94,-1.2,8,-1,-2,-4,0,6,1
Cn1ccc(C(=O)N/N=C/c2ccccc2[N+](=O)[O-])n1,0.95,2.5,-7,-9,-2,-5,-3,5,1.1
CCOC(=O)c1ccc(NNC(C)=O)c([N+](=O)[O-])c1,0.96,-0.3,-8,8,-1,-6,-2,4,0.92
Cc1cccc(C)c1NC(=O)Cn1nc(-c2ccccc2)nc1-c1ccccc1,1.1,0.0,2,-14,-1,7,-2,-13,1.1
O=C(OCCN=C1NS(=O)(=O)c2ccccc21)c1cccnc1,0.82,0.9,-3,2,0,-2,2,18,0.98
O=C(COc1ccc(F)cc1)N(Cc1cccc(Br)c1)C1CCS(=O)(=O)C1 (stereo not drawn),0.87,1.3,2,-13,5,4,3,13,1.1
CCn1c(SCC(=O)Nc2cccc(O)c2)nc2c1c(=O)n(C)c(=O)n2C,0.89,0.7,-10,6,-2,-4,-2,11,0.94
CC1CCN(C(=O)/C=C/c2ccc(C(C)(C)C)cc2)CC1,0.8,2.3,33,-14,-2,-5,-3,20,1.1
COc1ccccc1CNC(=O)c1c(-c2ccccc2)nn(-c2ccccc2)c1C,0.95,-0.3,-8,2,-1,-3,-2,5,0.98
CCOC(=O)/C(=N\Nc1ccc(Cl)cc1)c1csc(Nc2ccccc2)n1,1,1.3,0,26,-3,-4,4,-4,0.74
Cc1nnc(SCC(=O)Nc2ccc(Cl)cn2)[nH]c1=O,0.9,-0.9,2,5,2,-9,-6,10,0.95
CN1C(=O)C(C)(C)c2cc(S(=O)(=O)NCc3ccc(C(=O)NCc4ccco4)cc3)ccc21,0.9,0.0,-10,-2,-2,-8,-5,10,1

# (more compounds)
Molecule,hIAP activ,MPTP inh,ATG4B inhibitor,mIAP inh,beta cell repl,A3G deaminase,APOBEC3A inh,hIAP inh,mIAP activ
Brc1cccc(CNc2nc3ccccc3n2CCN2CCOCC2)c1,1.1,-0.5,0,5,-1,-5,-1,-9,0.95
COC(=O)[C@@]1(C)[C@H]2C(=O)N(Cc3ccccc3)C(=O)[C@H]2[C@H]2CN=C(SC)N21,x,0.5,0,-6,x,0,7,x,1.1
CSc1ccccc1NC(=O)COC(=O)Cc1ccsc1,0.98,1.1,-1,-3,2,-4,2,2,1
Cc1cc(C)cc(NC(=O)CCn2ccnc2)c1,0.92,4.6,-5,5,0,-4,-2,8,0.95
CCCC(C(=O)Nc1ccc(S(=O)(=O)Nc2ncccn2)cc1)c1ccccc1 (stereo not drawn),1.1,-0.5,-1,9,0,-4,4,-10,0.91
COc1ccccc1NC(=O)c1ccc(NC(=O)CN2CCN(C(=O)c3ccco3)CC2)cc1,0.91,-3.5,-5,3,1,-8,3,9,0.97
COc1ccc(Cn2c(N)c(C#N)c3nc4ccccc4nc32)cc1OC,1.1,1.4,-6,-19,0,-6,-3,-10,1.2
COc1ccccc1Nc1nc(N)nc(CSc2nccc(C)n2)n1,0.91,0.0,-14,3,-2,-3,1,9,0.97
COC(=O)c1cscc1S(=O)(=O)Cc1ccccc1,0.94,-1.3,-2,1,-1,-8,6,6,0.99
CC(C)N1CC(COc2ccc(Br)cc2)OC1=O (stereo not drawn),1.1,-0.1,-1,-13,-2,-5,-1,-9,1.1
O=C(C[n+]1ccccc1)N/N=C/c1ccc(C(=O)O)cc1,0.95,-1.3,7,-11,2,-2,-3,5,1.1
Fc1ccc(-c2ccc(CNCc3ccccn3)o2)cc1,0.97,0.5,-11,2,-2,-4,-1,3,0.98
COc1ccccc1NS(=O)(=O)c1ccc(Cl)cc1,0.91,-1.7,3,-12,0,-8,-7,9,1.1
Cc1nc(C(C)(C)O)n(-c2ccccc2)n1,1.1,0.0,3,10,-1,-4,0,-6,0.9
COc1cc(CC(=O)OCC(=O)Nc2cc([N+](=O)[O-])ccc2Cl)cc(OC)c1OC,1,2.2,14,2,-1,-5,-1,-4,0.98

# Part of the list above in order of molar mass, rising.
Molecule,hIAP activ,MPTP inh,ATG4B inhibitor,mIAP inh,beta cell repl,A3G deaminase,APOBEC3A inh,hIAP inh,mIAP activ
Fc1ccc(-c2ccc(CNCc3ccccn3)o2)cc1,0.97,0.5,-11,2,-2,-4,-1,3,0.98
O=C(C[n+]1ccccc1)N/N=C/c1ccc(C(=O)O)cc1,0.95,-1.3,7,-11,2,-2,-3,5,1.1
CC(C)N1CC(COc2ccc(Br)cc2)OC1=O (stereo not drawn),1.1,-0.1,-1,-13,-2,-5,-1,-9,1.1
CSc1ccccc1NC(=O)COC(=O)Cc1ccsc1,0.98,1.1,-1,-3,2,-4,2,2,1
COc1ccccc1Nc1nc(N)nc(CSc2nccc(C)n2)n1,0.91,0.0,-14,3,-2,-3,1,9,0.97
COc1ccc(Cn2c(N)c(C#N)c3nc4ccccc4nc32)cc1OC,1.1,1.4,-6,-19,0,-6,-3,-10,1.2
COC(=O)[C@@]1(C)[C@H]2C(=O)N(Cc3ccccc3)C(=O)[C@H]2[C@H]2CN=C(SC)N21,x,0.5,0,-6,x,0,7,x,1.1
CCCC(C(=O)Nc1ccc(S(=O)(=O)Nc2ncccn2)cc1)c1ccccc1 (stereo not drawn),1.1,-0.5,-1,9,0,-4,4,-10,0.91
Brc1cccc(CNc2nc3ccccc3n2CCN2CCOCC2)c1,1.1,-0.5,0,5,-1,-5,-1,-9,0.95
